High-throughput results as filed in PubChem.
GAA850 FXN act: activators of GAA850 frataxin (FXN) promoter. HEK293 lucGAA850 FXN promoter luciferase reporter, 24 h; percent of 10 µM SAHA response. activation, % at 6 µM. 0.56% of 360,000 active. AID 540364;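 active = activation above the average of all compounds screened plus 3 SD, cutoff fixed separately per campaign, cut at about 7.5% in these data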;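 also: 0% = DMSO wells and 100% = 10 µM SAHA wells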
NPR1 activator: GC-A (human) enzyme activation; P16066; HEK293 GC-A cells, cGMP TR-FRET, EC30 ANP; 0% at EC30 ANP, 100% saturating ANP; activation, % at 10 µM; 0.14% of 370,000 active; in the data active = activation above about 40%
Target sequence (P16066 whole entry, looked up): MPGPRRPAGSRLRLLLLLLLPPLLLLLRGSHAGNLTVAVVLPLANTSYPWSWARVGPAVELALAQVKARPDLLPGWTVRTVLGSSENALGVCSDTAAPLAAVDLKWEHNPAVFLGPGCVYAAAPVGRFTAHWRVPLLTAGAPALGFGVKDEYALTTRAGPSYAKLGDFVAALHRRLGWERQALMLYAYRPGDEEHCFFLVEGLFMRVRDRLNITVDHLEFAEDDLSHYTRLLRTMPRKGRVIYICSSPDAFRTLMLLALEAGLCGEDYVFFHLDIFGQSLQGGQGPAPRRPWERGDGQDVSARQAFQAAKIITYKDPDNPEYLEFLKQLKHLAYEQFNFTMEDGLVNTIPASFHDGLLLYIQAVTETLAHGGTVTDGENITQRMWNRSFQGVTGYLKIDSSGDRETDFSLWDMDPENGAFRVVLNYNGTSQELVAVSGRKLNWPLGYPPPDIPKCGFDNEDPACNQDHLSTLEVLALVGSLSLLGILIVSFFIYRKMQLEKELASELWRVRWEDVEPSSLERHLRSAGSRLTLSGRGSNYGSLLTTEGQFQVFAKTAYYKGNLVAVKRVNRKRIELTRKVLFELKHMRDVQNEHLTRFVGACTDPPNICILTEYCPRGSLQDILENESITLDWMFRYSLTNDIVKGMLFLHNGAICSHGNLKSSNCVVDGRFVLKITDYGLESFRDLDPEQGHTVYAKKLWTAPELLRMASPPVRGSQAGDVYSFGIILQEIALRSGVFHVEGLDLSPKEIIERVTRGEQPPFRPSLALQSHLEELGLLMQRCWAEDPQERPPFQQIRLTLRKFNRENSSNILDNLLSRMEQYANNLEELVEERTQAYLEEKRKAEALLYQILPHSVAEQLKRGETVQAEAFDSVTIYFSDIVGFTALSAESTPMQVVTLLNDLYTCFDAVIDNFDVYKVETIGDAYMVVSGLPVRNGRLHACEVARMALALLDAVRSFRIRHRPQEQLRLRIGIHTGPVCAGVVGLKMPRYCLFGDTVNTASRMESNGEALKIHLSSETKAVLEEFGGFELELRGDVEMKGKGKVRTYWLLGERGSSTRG
DAX1 inh-1: inhibitors of DAX1 repression of SF-1 activated StAR promoter; HEK293T StAR-luciferase reporter, SF-1/DAX-1 repression relief; inhibition, % at 6.8 µM; 1.1% of 370,000 active; AID 652010;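 active = inhibition above the mean over all tested compounds plus 3 SD, cut at about 3.6% in these data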;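 also: 0% = DAX-1 cells with DMSO and 100% = cells lacking DAX-1 with DMSO; higher inhibition means more luminescence from relief of DAX-1 repression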
DAX1 inh-2: inhibitors of human orphan nuclear receptor DAX1 (NR0B1); HEK293 Gal4-DAX1 luciferase reporter, luminescence; inhibition, % at 6.75 µM; 0.99% of 340,000 active; AID 504766;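 active = inhibition above the mean over all tested compounds plus 3 SD, cut at about 4.2% in these data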;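 also: 0% = DAX1-transfected cells with DMSO and 100% = empty-vector control cells with DMSO; inhibition shows as a rise in luminescence from relieved DAX1 repression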
HGIII-sPLA2 inh: Blocks human group III sPLA2 activity. 0.56% of 370,000 active. QFRET BODIPY PC-A2 liposome hydrolysis, fluorescence. inhibition, % at 12.2 µM;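 active = inhibition above mean plus 3 SD of compounds lying within the high and low control bounds, cut at about 19% in these data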;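 also: 0% = median of test compound wells and 100% = no enzyme DMSO wells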
ssDAF-12 act: activates DAF-12 receptor from parasite S. stercoralis; 1% of 370,000 active; HEK293 ssDAF-12/GRIP1 lit1-tk-luc reporter, luminescence; % of 3 µM dafachronic acid response; activation, % at 6.8 µM; AID 652126;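 active = activation above the mean over all tested compounds plus 3 SD, cut at about 0.9% in these data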;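 also: 0% = DMSO-only wells and 100% = 3 µM delta7-dafachronic acid wells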
NPR2 activator: GC-B (human) receptor activation. AID 1920062. 0.11% of 370,000 active. activation, % at 10 µM. P20594. HEK293-GC-B cells, CNP EC30, cGMP TR-FRET; 0% at EC30 CNP, 100% saturating CNP;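 active = activation at 10 µM reaching about 35% in either raw or pattern-adjusted values, limit read from the data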
hcDAF12 agonist: activators of H. contortus DAF-12 nuclear receptor | HEK293 hcDAF-12 lit1-tk-luc reporter, luminescence; 0% DMSO, 100% Δ7-dafachronic acid | activation, % at 6.8 µM | 1.4% of 370,000 active | AID 652067;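 active = activation above the mean of all tested compounds plus 3 SD, cut at about 5.5% in these data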;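 also: 100% = response to 3 µM Δ7-dafachronic acid high control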
hgDAF-12 ag: activates the H. glycines DAF-12 receptor ligand-binding domain; HEK293 GAL4-hgDAF12 UAS-luciferase reporter, agonist luminescence; normalized to butyrate control; activation, % at 6.8 µM; 1.8% of 370,000 active; AID 687014;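 active = activation above a cutoff set at the mean of all screened compounds plus 3 SD, cut at about 10% in these data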;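 also: 0% = DMSO wells and 100% = sodium butyrate wells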
proKLK7 act: activates the human kallikrein-7 zymogen | P49862 | purified proKLK7, EDANS-DABCYL substrate fluorescence; 100% is mature enzyme control, 0% vehicle | activation, % at 7 µM | 0.9% of 370,000 active | AID 652039;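 active = activation above the mean of all tested compounds plus 3 SD, computed per campaign excluding outliers beyond control limits, cut at about 13% in these data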
SMARCA2 act: increases SMARCA2 function in MMTV reporter cells. MG213 cells, MMTV-luciferase reporter, dexamethasone, overnight. activation, % at 9.1 µM. 1% of 370,000 active. AID 652017; in the data active = activation above about 7.8%;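 also: 0% = vehicle wells and 100% = reference activator wells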
Numbers without * were called inactive; · = no result given.

Below each compound: GAA850 FXN act	NPR1 activator	DAX1 inh-1	DAX1 inh-2	HGIII-sPLA2 inh	ssDAF-12 act	NPR2 activator	hcDAF12 agonist	hgDAF-12 ag	proKLK7 act	SMARCA2 act
CCCN(CCC)S(=O)(=O)c1ccc(C(=O)NCc2n[nH]c(=S)n2-c2ccc(Cl)c(Cl)c2)cc1
    1.3	-3	0.5	5.2*	-15	-0.2	-1	0.6	-0.8	-0.2	1
Cc1ccc(C2CC(c3cccs3)=NN2C(=O)CCl)cc1 (stereo unspecified)
    -11	-3	-0.4	-1.9	-1	-1.2	3	1.4	2.8	-0.5	-6
C[C@@H]1CN(c2nc3nonc3nc2N2CCSCC2)C[C@H](C)O1
    1.4	3	0.0	·	2	-1.3	5	-1.6	-2.3	-0.1	-1
c1ccc(-n2nnnc2SCc2cn3ccccc3n2)cc1
    -2.8	-4	-0.5	-1.5	-5	-1.0	1	-1.0	-0.3	-0.2	-2
CC1CCCCC1NC(=O)c1cccc(NC2=NC3CS(=O)(=O)CC3S2)c1 (stereo unspecified)
    -1.2	-6	1.2	0.4	7	-1.3	-3	-1.9	1.3	0.1	-4
COc1ccc(C(=O)NCC2OCCc3ccccc32)c(O)c1 (stereo unspecified)
    1.3	1	0.4	1.9	0	-0.9	-7	2.2	5.4	-0.1	-1
C=C(C)CCC(C)N1CCC(n2nccc2NC(=O)CCCc2ccccc2)CC1 (stereo unspecified)
    -1.4	-1	2.2	0.6	-13	-1.2	1	-0.3	1.3	0.3	-1
CCOc1ccc(-c2nnc3ccc(SCC(=O)Nc4nc5ccc(C)cc5s4)nn23)cc1
    2.1	-4	-0.3	0.0	-24	-1.2	1	-1.5	3.0	-17	0
CCn1cc(SCC(=O)NC2CCCC2)c2ccccc21
    0.1	-1	1.4	-0.3	6	-1.1	2	0.0	2.3	0.0	-1
COc1cc(C)c(S(=O)(=O)N2CCOCC2)cc1C
    -0.8	-2	1.0	-0.5	12	-1.0	-2	1.0	-0.7	-0.6	-4
Cc1nc(S(=O)(=O)c2ccc(Cl)cc2)c(N(C)C)o1
    0.5	8	-0.2	2.7	0	-0.9	5	-2.3	0.2	0.7	-1
O=C(O)CCC(=O)NC1CCCCCCC1
    -0.7	3	0.4	0.2	4	-1.1	-6	-0.6	3.1	0.1	-2
Cc1cc(C)n2c(SCCO)nnc2n1
    -0.1	7	0.2	0.4	5	-1.9	1	-0.8	1.4	0.2	3
Cc1nn(C)c(C)c1NS(=O)(=O)c1ccccc1Cl
    1.6	4	0.3	-0.4	6	-1.3	2	-0.3	0.6	0.6	-4
COc1cc(/C=N/NC(=O)CCc2n[nH]c(=O)[nH]c2=O)cc(OC)c1OC
    1.2	1	-0.1	0.0	0	-1.2	1	0.8	-1.9	0.7	0
O=C(CSCc1cnn(-c2ccccc2)c1-n1cccc1)NCc1cccs1
    0.0	-2	0.2	-0.1	3	-1.6	-2	-1.9	-1.4	-0.1	1
CSc1nc2cc(C)nn2c(-c2ccc(C(C)(C)C)cc2)c1C#N
    2.0	0	0.5	1.6	-1	-0.9	1	0.4	0.0	0.0	0
Cc1ccccc1NC(=O)CNC(=O)c1ccc(C(F)(F)F)cc1
    3.0	0	1.0	-0.7	-23	-0.8	1	1.3	3.0	-0.1	-1
C=CCn1c(=O)/c(=C/c2ccc(Cl)cc2)s/c1=C(/C#N)c1nnc2n1CCCCC2
    -1.6	-7	0.2	1.4	1	-0.1	-12	1.2	0.5	-0.3	-3
CC1=C(C(=O)Nc2ccc(C)cc2C)C(c2cccs2)NC(=S)N1 (stereo unspecified)
    3.2	-3	-0.4	-0.7	12	-1.3	4	-0.7	-2.6	0.1	-1
COC(=O)Cc1nnn2c1[C@H](C)[C@H](c1ccccc1Br)OC[C@@H]2c1ccccc1
    ·	-11	0.5	·	-1	-1.3	-10	-1.4	1.0	-0.4	-3
O=C(CSc1nnc(-c2cc(-c3cccs3)nc3ccccc23)o1)NC1CCCCC1
    1.1	5	0.2	-0.6	4	-1.2	-17	-0.4	0.0	-3.1	1
CCOC(=O)C1=c2/c(=C/c3ccncc3)c(N)c(C(=O)OC)n2C(=O)C(c2ccncc2)S1 (stereo unspecified)
    1.1	-27	-1.1	-0.3	4	-1.5	-14	-1.6	-1.0	1.0	2
O=C(Nc1ccc(Cl)cn1)c1ccc(COc2ccccc2Br)o1
    4.3	9	0.9	1.3	-8	-1.9	-1	0.3	3.6	0.6	5
COC(C[C@@H]1O[C@@H]1C(=O)[C@@H](C)OCc1ccccc1)OC
    -1.2	0	0.1	-1.4	7	-0.1	6	0.1	-0.5	-0.2	0
CCCCCCCNc1nc(Cl)nc(NCCO)n1
    -0.5	3	0.3	-0.3	1	-1.0	-1	-1.3	2.1	-0.2	-2
CCn1nnc(NC(=O)C(C)(c2ccccc2)c2ccccc2)n1
    0.6	-1	1.8	-0.4	0	-1.8	3	-0.3	-0.8	0.7	-2
Cc1cnc(C(=O)OCC(=O)C23CC4CC(CC(C4)C2)C3)cn1
    3.7	1	-0.6	1.3	10	-1.2	1	0.1	-1.3	0.0	-2
CC1CC(C)CN(CC(=O)Nc2ccc(S(N)(=O)=O)cc2)C1 (stereo unspecified)
    -1.4	2	-1.2	1.8	-4	-1.1	-2	-0.2	1.4	-0.6	2
Cc1c(C(=O)O)sc2nc(-c3cccs3)cc(C(F)(F)F)c12
    2.1	-5	-0.3	0.7	-20	-0.3	-2	0.7	2.3	3.9	2
CCOC(=O)c1cnc(SCC(=O)OCC(=O)N(CC)C2CCS(=O)(=O)C2)nc1N (stereo unspecified)
    -1.0	-1	-1.7	0.6	7	-1.0	1	-0.3	-1.4	0.9	1
Cc1ccc(S(=O)(=O)N2CCOCC2)cc1NC(=O)COC(=O)Cn1c(C)csc1=O
    0.2	-2	-0.5	1.1	11	-1.2	2	0.0	-2.3	0.6	-3
COc1ccc(-c2nc(-c3ccc(NC(=O)c4ccc(Br)o4)cc3)no2)cc1OC
    1.0	2	0.7	0.4	0	-1.1	-7	2.2	2.2	-0.5	1
CCc1sc(NC(=O)CCC(=O)O)nc1-c1cc2ccccc2oc1=O
    0.1	·	0.0	3.9	2	-0.8	·	1.8	-0.9	0.2	-2
CCc1ccc(-c2csc3ncn(CC(=O)N4CCOCC4)c(=O)c23)cc1
    -0.4	-2	1.0	0.7	2	-0.9	2	4.3	0.8	-0.2	0
Cc1ccc[n+](CC(=O)c2ccc(Br)cc2)c1
    1.1	3	0.1	-1.0	-6	-1.1	-3	0.9	0.3	0.1	-3
COc1ccc(C=C2CS(=O)(=O)CC(=Cc3ccc(OC)cc3)C2=O)cc1
    -14	14	-5.8	-5.5	-16	-1.9	-5	-3.9	-13	-0.8	14*
C[C@]12c3[nH]c4ccccc4c3CCN1C(=O)C(CC(=O)NCCN1CCOCC1)C[C@@H]2C(=O)N1CCOCC1 (stereo partly specified)
    -0.2	1	0.3	0.9	15	-0.9	4	-1.4	-0.5	0.2	-6
Cc1cc(NS(=O)(=O)c2ccc(NC(=O)C(C)N3C(=O)c4ccccc4C3=O)cc2)nc(C)n1 (stereo unspecified)
    2.3	6	0.2	1.2	0	-1.0	-4	-2.3	-2.1	-0.1	0
CCCCCCc1c[nH]c2ccc(O)c(-c3ccccc3)c12
    ·	19	0.5	·	-8	-1.2	11	-1.9	-1.9	0.1	-4
Cc1ccc(C(=O)N(CC(=O)NC2CCCC2)c2ccc3c(c2)OCCO3)s1
    1.6	1	-0.1	0.2	-2	-1.8	1	0.2	-0.8	0.1	-1
S=C1NCN(Cc2cccnc2)CN1c1cccc2ccccc12
    0.0	2	-0.5	·	7	-0.4	-3	-0.8	0.4	2.1	-5
O=C(Nc1cnn(Cc2ccc(F)cc2)c1)c1noc2c1CCCC2
    1.0	-2	2.9	-0.5	-11	-1.6	4	-0.8	7.0	0.4	2
CCN(CC)S(=O)(=O)c1cccc(NC(=O)COC(=O)C2COc3ccccc3O2)c1 (stereo unspecified)
    3.7	5	0.6	-0.1	-1	-1.0	-3	-0.9	-3.1	-0.2	-2
CC(=O)c1ccc(NC(=O)CCNS(=O)(=O)c2ccccc2F)cc1
    0.7	2	-0.2	0.4	-3	-1.1	0	-1.1	-0.3	-0.1	-1
CCCC1=C(C(=O)OCC)C(c2ccc(O)cc2)n2ncnc2N1 (stereo unspecified)
    -1.1	3	0.0	0.7	1	-1.1	3	-0.3	-1.0	0.3	-2
COCCCNC(=O)CCn1c(=O)c2ccccc2n(CC(=O)Nc2ccc(C)cc2C)c1=O
    -2.5	3	-0.2	1.3	3	-1.2	6	0.3	2.3	-0.3	0
Cc1ccc(C)c(N2CCN(C(=O)c3cccn4c(=O)c5sccc5nc34)CC2)c1
    -0.6	-7	-0.4	-2.1	10	-2.1	-9	-2.0	-4.3	-5.1	-4
O=C(O)CCC(=O)Nc1ccc2c(c1)oc1ccccc12
    -0.1	4	0.3	-0.5	6	-1.3	-2	-0.6	2.1	0.4	0
COc1ccc([N+](=O)[O-])cc1NC(=O)C(C)OC(=O)C1CC(=O)N(Cc2ccco2)C1 (stereo unspecified)
    0.2	0	0.3	-0.1	4	-0.8	-5	-0.9	-1.3	-0.1	-2
CCn1cc(/C=C/C(=O)Nc2c(C)nn(Cc3ccccc3C)c2C)cn1
    0.3	-1	-0.5	-0.2	-5	-2.0	-2	-1.2	1.0	-0.1	-1
COc1ccc(C2=NO[C@@H]3C(=O)N(Cc4ccccc4)C(=O)[C@H]23)cc1OC
    0.9	-2	1.0	1.2	-4	-1.9	-4	-2.2	-0.5	0.1	-2
CC1(Cc2cn(CCC#N)c3ccccc23)OCCO1
    4.6	1	0.0	1.3	3	-0.2	3	1.3	-1.5	-0.3	-5
CCCCOCCCNC(=O)C[C@@H]1C(=O)N(Cc2ccc(OC)cc2)C2=CCN(C(=O)OC(C)(C)C)C[C@]21C(=O)OCC
    ·	-1	-1.2	·	-2	-1.8	-2	-2.7	-0.2	0.6	-2
C/C=C/Cn1c(SCc2ccccc2)nc2c1c(=O)[nH]c(=O)n2C
    5.7	-4	-0.6	-0.5	-3	-1.4	-6	-1.1	-2.2	0.1	3
CCOC(=O)C(Oc1ccc(=O)[nH]n1)C(C)=O (stereo unspecified)
    4.0	6	-0.4	-1.1	7	-1.6	6	0.4	-1.0	0.6	1
CCN(CC(=O)Nc1c(F)cccc1F)C(=O)C1CC1
    -1.3	-1	2.7	0.3	6	-0.7	0	-1.3	0.7	-1.0	-1

Compounds were not picked by outcome, and some 6.7% of all compounds hit somewhere here.
